# Compound activity from PubChem BioAssay.
# GASC-1 inh: human JMJD2C demethylase inhibition; Q9H3R0; GST-JMJD2C(1-420) H3K9me3 demethylation, DELFIA europium; inhibition, % at 2.35 µM; actives 0.069% (n = 330,000);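 active = more than half of a compound's replicate wells show inhibition beyond 50%, single wells judged on their own value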;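 also: signal counts dimethyl H3K9 product captured on neutravidin plate; 0% = median of DMSO wells and 100% = 0.3 times that DMSO median; strong numbers were not always called active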
# PP1 counter: blocks human PP1-alpha phosphatase, a PP5 counter-screen; P62136; purified PP1alpha, OMFP fluorescence; inhibition, % at 6.7 µM; actives 0.9% (n = 320,000);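 active = inhibition above the mean inhibition of all tested compounds plus 3 SD, computed separately for each screening campaign, cut at about 15% in these data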
# Target sequence (P62136 whole entry, looked up): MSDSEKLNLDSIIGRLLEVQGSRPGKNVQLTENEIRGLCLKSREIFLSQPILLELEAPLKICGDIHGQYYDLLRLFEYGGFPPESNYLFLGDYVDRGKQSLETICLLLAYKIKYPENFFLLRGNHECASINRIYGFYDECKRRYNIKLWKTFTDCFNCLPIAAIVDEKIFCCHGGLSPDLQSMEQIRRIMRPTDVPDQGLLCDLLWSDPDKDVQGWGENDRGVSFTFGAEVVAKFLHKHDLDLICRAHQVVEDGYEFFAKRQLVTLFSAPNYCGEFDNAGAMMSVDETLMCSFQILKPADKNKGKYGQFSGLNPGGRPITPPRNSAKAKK
# VLA-4 inh: inhibition in a human VLA-4 binding assay. VLA-4 expressing cells, ligand binding flow cytometry. inhibition, % (about 7 µM as worked out from the volumes in the protocol). actives 0.2% (n = 330,000). AID 2557; in the data active = inhibition above about 50%
# GRK2 inh: blocks RNA aptamer binding to human GRK2; actives 0.59% (n = 330,000); bead flow cytometry, FAM-aptamer displacement from GRK2; inhibition of aptamer binding, % at 10 µM; AID 488847; P25098;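 active = inhibition of aptamer binding above 40%, roughly 3 SD of noise, on plates passing a quality check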;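 also: median bead fluorescence of bound FAM aptamer so fluorescent compounds give negative values; no value below 0 was filed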
# HCV core dimer: blocks dimerization of HCV core protein; TR-FRET GST/Flag-core106 dimerization, 1536-well; AID 1899; inhibition, % at 5 µM; actives 0.33% (n = 300,000);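 active = inhibition above the mean of all tested compounds plus 3 SD, set per screening campaign, cut at about 45% in these data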
#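 System – GST-tagged and Flag-tagged HCV core protein residues 1-106 · Repeats – one well for each compound · Technique – TR-FRET 671 and 617 nm emission · Doses – one concentration, 5 µM, in 0.5% DMSO · Times – 4 h, 22.5 °C incubation · Also added – Eu donor and XL665 acceptor anti-tag antibodies · Measure – percent inhibition of core106 dimerization signal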
# PP5 primary: PP5 (human) phosphatase inhibition. inhibition, % at 6.7 µM. purified PP5c, OMFP substrate fluorescence. actives 0.18% (n = 320,000). P53041;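 active = inhibition above the campaign's mean inhibition across all tested compounds plus 3 SD, cut at about 9.5% in these data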;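 also: 0% = DMSO only and 100% = 100 µM cantharidin control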
# proCasp7 act: counter-screen: procaspase-7 (human) activation; P55210; recombinant procaspase-7, Ac-DEVD-pNA absorbance 405 nm; D23A/D198A/D206A triple mutant, cannot self-cleave; scale: DMSO 0, 5 µM enzyme 100; activation, % at 8.5 µM; actives 0.093% (n = 330,000);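 active = percent activation above the screen-wide mean plus 3 SD, cut at about 25% in these data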
# Target sequence (P55210 whole entry D23A/D198A/D206A): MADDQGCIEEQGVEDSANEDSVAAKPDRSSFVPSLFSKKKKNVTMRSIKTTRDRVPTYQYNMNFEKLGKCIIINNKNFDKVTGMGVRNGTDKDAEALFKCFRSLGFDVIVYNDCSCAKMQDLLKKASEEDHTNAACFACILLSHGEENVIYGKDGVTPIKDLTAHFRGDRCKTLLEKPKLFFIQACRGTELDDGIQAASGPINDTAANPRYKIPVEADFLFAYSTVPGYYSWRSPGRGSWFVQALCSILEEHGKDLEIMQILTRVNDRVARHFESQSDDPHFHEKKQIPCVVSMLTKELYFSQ
#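 Detection: p-Nitroaniline absorbance at 405 nm, read at 0 and 120 min; system: Uncleavable procaspase-7 mutant enzyme; evaluation: % activation from two-timepoint absorbance difference, scaled to controls; times: 1 h enzyme–compound preincubation and 2 h substrate reaction, both 25 °C; buffer or medium: Zinc-free HEPES pH 7.4 with 300 mM NaCl, 0.01% Triton X-100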
# Fh CTSL1 inh: cathepsin L1 inhibition, PFM18AAP counter-screen; recombinant F. hepatica cathepsin L1, Z-Leu-Arg-MCA fluorescence; inhibition, % at 5.96 µM; actives 0.49% (n = 300,000);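 active = inhibition above the mean of all tested compounds plus 3 SD, set per screening campaign, cut at about 17% in these data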;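 also: 0% = plate median of test compound wells and 100% = 1 µM Z-Phe-Ala-diazomethylketone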
# proCasp3 act: procaspase-3 (human) activation. P42574. recombinant procaspase-3 D3A, Ac-DEVD-pNA absorbance 405 nm. activation, % at 8.5 µM. actives 0.11% (n = 330,000). AID 463141;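 active = activation above the mean of all tested compounds plus 3 SD, cut at about 21% in these data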;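 also: 0% = DMSO alone and 100% = DMSO wells spiked with extra 5 µM PC-3 D3A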
# Target sequence (P42574 whole entry D9A/D28A/D175A): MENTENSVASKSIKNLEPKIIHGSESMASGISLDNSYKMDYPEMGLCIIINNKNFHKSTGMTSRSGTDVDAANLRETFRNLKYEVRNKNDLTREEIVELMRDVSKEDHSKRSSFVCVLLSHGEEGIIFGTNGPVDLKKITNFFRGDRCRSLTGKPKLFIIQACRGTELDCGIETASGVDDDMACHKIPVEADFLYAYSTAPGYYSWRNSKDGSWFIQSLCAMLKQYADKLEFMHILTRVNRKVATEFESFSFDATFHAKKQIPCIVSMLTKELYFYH
#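 Compound: 8.5 µM single point, 0.8% DMSO / Material: Autoprocessing-dead procaspase-3 D3A mutant enzyme / Timing: 1 h preincubation plus 2 h reaction at 25 °C / Medium: Zinc-free HEPES/NaCl buffer with 0.01% Triton X-100 at pH 7.4 / Technique: 405 nm absorbance of p-nitroaniline, reads at 0 and 120 min / Repeats: one well per compound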
# Active calls of the source: *; i = inactive; x = no result given; & = joins results of further samples.
SMILES,GASC-1 inh,PP1 counter,VLA-4 inh,GRK2 inh,HCV core dimer,PP5 primary,proCasp7 act,Fh CTSL1 inh,proCasp3 act
COc1nccnc1NS(=O)(=O)c1ccc(NCc2cc(Br)ccc2O)cc1,-6,1,12,5,8,0.8,1,1,4
COc1ccc(NS(=O)(=O)c2cc(C(=O)O)ccc2C)cc1,-3,0,9,1,-2,3.7,8,-2,0
COc1cc(O)c(C(CC(=O)N2CCCCC2)c2cc(OC)c(OC)c(OC)c2)c(OC)c1 (stereo not given),-3,-2,-8,1,10,1.2,-2,-2,2
COC(=O)c1cc(Br)c(=O)n(CCc2ccc(F)cc2)c1,-15,-1,6,1,5,-1.0,4,1,0
Clc1ccccc1COc1ccccc1-c1nnco1,16,2,-8,0,12,2.5,10,3,-2
Nc1nonc1-n1nnc(C(=O)N/N=C/c2ccc3c(c2)OCO3)c1-c1ccccc1,-39,0,-1,3,-2,2.1,4,0,-5
ClCC1CSC(=NC23CC4CC(CC(C4)C2)C3)O1 (stereo not given),2,-3,10,0,-1,-1.3,-1,3,4
COc1ccccc1-c1nn(-c2ccccc2)cc1C(=O)N1CCc2ccccc2C1,2,-1,-4,2,x,2.3,0,x,-5
O=C(CCCC(=O)Nc1ccccc1Br)N/N=C/c1c(F)cccc1Cl,-4,-1,-7,0,2,0.3,6,5,6
Cc1cc(C)cc(N(CCC#N)C(=O)CSc2nc3ccccc3c(=O)[nH]2)c1,2,x,-2,2,x,x,1,x,1
CCOC(=O)Cc1csc(NC(=O)Cc2cccs2)n1,18,2,i,2,21,-3.5,15,-2,2
CCOC(=O)c1sc(NC(=O)CN2C(=O)C3CC=CCC3C2=O)nc1C (stereo not given),-3,1,19,0,x,2.4,-5,x,-3
CCOC(=O)Cc1csc(SCC(=O)Nc2ccc3[nH]c(=O)[nH]c3c2)n1,4,-2,-2,0,x,-3.3,-13,x,-4
NS(=O)(=O)c1ccc(N2CCOCC2)c(C(=O)NCc2cccs2)c1,8,x,8,0,x,x,3,x,3
COCCNC(=O)COc1ccc(C)cc1C,0,0,12,0,0,0.7,6,-2,1
O=C(c1c[nH]c(C(=O)C(Cl)(Cl)Cl)c1)c1ccc(F)cc1F,-12,-1,13,1,1,1.7,5,3,6
Cc1ccc(C(=O)N/C(=C\c2sccc2C)C(=O)NCc2ccco2)cc1,0,-2,7,1,2,-1.1,2,0,-2
COc1ccc(NC(=S)NC23CN4CN(CN(C4)C2)C3)c(OC)c1,15,0,9,3,-4,0.2,-15,-3,-11
COC(=O)c1cc(NC(=O)C(C)c2ccc(CC(C)C)cc2)ccc1O (stereo not given),18,3,2,1,1,4.3,-11,1,-9
Cc1ccc(-c2ccc(/C=N/n3cnnc3)o2)cc1Cl,-8,0,-5,0,2,3.1,1,6,-12
O=C(N/N=C/c1ccccn1)c1cc([N+](=O)[O-])cc([N+](=O)[O-])c1,15,-8,9,0,-13,2.1,-1,-1,3
O=C(COC(=O)CCCN=C1NS(=O)(=O)c2ccccc21)NNC(=O)c1ccccc1,3,-4,2,0,0,-0.2,2,-9,5
CC1CN(C(=O)COC(=O)c2nn(-c3ccccc3)c(=O)c3ccccc23)CC(C)O1 (stereo not given),1,-2,0,1,-12,4.4,-5,-24,5
C=CCc1ccc(OC)c(OC)c1,4,-7,-18,0,-9,0.8,10,-6,5
O=[N+]([O-])c1ccc(/C=N\N2CCN(c3ccc(Cl)cc3)CC2)cc1,-3,-2,11,0,0,-0.6,2,0,3

# Continued (two carried over from the part before).
SMILES,GASC-1 inh,PP1 counter,VLA-4 inh,GRK2 inh,HCV core dimer,PP5 primary,proCasp7 act,Fh CTSL1 inh,proCasp3 act
C=CCc1ccc(OC)c(OC)c1,4,-7,-18,0,-9,0.8,10,-6,5
O=[N+]([O-])c1ccc(/C=N\N2CCN(c3ccc(Cl)cc3)CC2)cc1,-3,-2,11,0,0,-0.6,2,0,3
NNC(=O)c1ccc(COc2ccc3c(c2)CCC3)o1,-11,3,18,0,0,2.2,8,0,1
COc1ccc(C2Nc3ccccc3C(=O)N2Cc2ccco2)cc1COc1ccc(F)cc1 (stereo not given),1,8,-3,0,10,2.8,-8,1,5
Cc1cc(C)nc(N2CCC(C(=O)NCCc3ccc(Cl)cc3)CC2)n1,3,-4,0,2,5,-1.2,2,-2,-3
CCOc1ccccc1NC(=O)COc1coc(CN2CCc3ccccc32)cc1=O,2,11,0,2,6,0.4,14,4,7
COc1ccc(NC(=O)CN2C(=O)COc3ccc(C)cc32)c(OC)c1,9,-4,-1,0,-7,0.4,11,-1,-9
COc1ccc2c(c1)C(C)=CC(C)(C)N2S(=O)(=O)c1ccc(C)cc1,-17,-1,14,0,7,1.8,10,-4,-3
Cc1onc(-c2c(F)cccc2Cl)c1C(=O)c1ccccc1,-10,4,1,1,0,4.6,0,0,3
COc1ccc(C2=NOC(C)(c3nnc(-c4ccccc4)o3)C2)cc1 (stereo not given),-5,1,6,3,-4,2.2,-12,-2,2
Cc1ccc(C(=O)N2CCC(n3nccc3NC(=O)C3CCOC3)CC2)cc1 (stereo not given),-10,-5,1,6,1,2.0,5,-2,-6
COc1ccc(Nc2nnc(SC(C)C(=O)NC3CC3)s2)cc1 (stereo not given),5,x,7,0,x,x,12,x,8
O=C(Cn1c(=O)n(CC(=O)N2CCCCC2)c(=O)c2sccc21)NCc1ccccc1,9,3,5,2,-3,1.3,19,1,8
Cc1nnc(SCC(=O)c2c(N)n(Cc3ccccc3)c(=O)n(C)c2=O)n1C,-15,-7,7,2,1,-3.1,2,-8,-3
Cc1ccc(S(=O)(=O)N2CCCCC2C(=O)NCc2ccco2)cc1 (stereo not given),10,1,11,0,25,0.0,1,13,-4
CN1C(=O)NC(NC(=O)c2ccco2)(C(F)(F)F)C1=O (stereo not given),2,-5,-1,2,-2,-0.7,11,0,-4
COc1ccc(N(C(C)=O)c2nc3ccccc3[nH]2)cc1,-3,0,4,1,-1,6.6,9,-2,9
O=C(CCC(=O)Nc1ccc(Cl)cc1Cl)NNC(=O)Nc1ccccc1,-4,-6,9,1,0,0.9,-2,-5,4
CCC1CCCCN1CCCNC(=O)CSc1nc2nc(C)c(Cc3ccccc3Cl)c(C)n2n1 (stereo not given),0,5,14,0,-3,0.1,8,-2,6
CN1C2CCC1CC(NS(=O)(=O)c1ccc(C#N)cc1)C2 (stereo not given),8,0,20,0,-3,-1.8,-4,0,2
Cc1cccc(CN2C(=O)c3ccccc3Sc3ccc(C(=O)O)cc32)c1,-3,-3,3,0,6,-1.4,-2,-1,-2
CN(C)CCNC(=O)c1cccc(NS(=O)(=O)c2ccc(Cl)c(Cl)c2)c1,-2,-3,27,0,1,0.8,-4,0,2
Cn1nc(-c2ccc(OCC(=O)Nc3cccnc3)cc2)c2ccccc2c1=O,1&131,-3,-15,1,3,1.9,0,1,4
CC(C)(C)c1ccc(C(=O)N2CCC(C(=O)NCc3ccco3)CC2)cc1,5,-5,1,0,0,-2.9,4,-2,5
Cc1c(CCC(=O)O)c(=O)oc2cc(O)ccc12,-2,-3,9,0,5,0.9,21,1,24*
Cc1nn(Cc2ccc([N+](=O)[O-])cc2)c(=O)n1N(C)c1ncc(C(F)(F)F)cc1Cl,x,-2,-6,3,-7,0.8,4,1,-3
COc1cccc(CCNC(=O)CCc2nnc(Cc3cc(OC)ccc3OC)o2)c1,-21,0,2,0,-3,-0.7,-1,-4,0
# The listing continues:
SMILES,GASC-1 inh,PP1 counter,VLA-4 inh,GRK2 inh,HCV core dimer,PP5 primary,proCasp7 act,Fh CTSL1 inh,proCasp3 act
COc1ccc(Cl)cc1NC(=O)COC(=O)Cc1cccs1,-9,-3,5,4,-1,1.2,2,-16,8
Cc1nc(NC(=S)Nc2ccccc2)sc1C,-9,-1,6,0,-2,5.4,-12,1,-12
Cc1[nH]nc2c1C(C1CC=CCC1)C(C#N)=C(N)O2 (stereo not given),-8,-2,23,4,2,1.6,-7,-5,2
CC(=O)NC1=C(Nc2ccc(N(C)C)cc2)C(=O)c2ccccc2C1=O,10,6,1,34,-77,3.4,-6,9,-2
CCc1ccc(C(=O)Nc2cc(C)on2)o1,-4,2,7,1,0,4.3,6,0,6
O=S(=O)(Nc1ccc2c(c1)OCCO2)c1cccc2cccnc12,-5,-2,-2,1,-1,0.7,-2,-20,-9
CSc1nc(C)c2c(n1)N(c1ccc(F)cc1)CC2,14,-3,18,6,5,3.9,8,-1,2
CSCC[C@H](NC(=O)N1CCn2c1nc1ccccc12)C(=O)NC1CCCCC1,-1,-4,29,2,1,-0.1,2,-4,12
O=C(Nc1ccc(-c2ccc3nncn3n2)cc1)C1CCCCC1,6,0,4,0,1,1.3,3,4,10
CCOc1ccccc1NC(=O)CSc1ccc(-c2ccco2)nn1,0,-7,-18,0,15,1.3,-4,-1,-10
N#Cc1ccc(CN(c2ccncc2)S(=O)(=O)c2ccccc2)cc1,-12,2,2,1,2,-1.4,11,2,0
COc1ccc(OC)c(/C=C2\Oc3cc(OCC(=O)N4CCC(C(=O)O)CC4)ccc3C2=O)c1,x,-3,0,2,1,0.7,10,-2,5
O=c1[nH]c2ccc(Br)cc2c(-c2ccccc2)c1N1CCOCC1,-28,5,28,0,-4,0.1,-4,1,7
COC(=O)c1sc(NC(=O)c2cc3c(s2)CCCC3)nc1C,60*,0,8,3,12,-1.3,6,2,0
COc1nc(NCCC2=CCCCC2)nc(OC)n1,10,-1,3,1,4,1.0,2,1,-2
CCSc1nnc(NC(=O)C2CC2c2ccccc2)s1 (stereo not given),-7,-2,17,3,3,-0.2,-5,-2,4
CCC(=O)Nn1c(C2CCC2)nc2ccccc2c1=O,6,-1,6,0,-2,-1.1,4,1,-1
CCN(CC)C(=O)Cn1nnc(-c2ccc(C)o2)n1,4,5,10,3,0,-0.8,-5,-2,4
CCCc1cc(=O)oc2c(C)c(OC(C)C(=O)NCCN3CCOCC3)ccc12 (stereo not given),6,-7,15,0,11,3.1,3,0,0
CCOc1ccc(-c2nnc(Nc3ccc(OC)c(C(=O)N4CCCCC4)c3)c3ccccc23)cc1,-17,5,28,3,17,4.0,5,1,7

# Some of the entries so far, tab-delimited.
smiles	GASC-1 inh	PP1 counter	VLA-4 inh	GRK2 inh	HCV core dimer	PP5 primary	proCasp7 act	Fh CTSL1 inh	proCasp3 act
CCc1ccc(C(=O)Nc2cc(C)on2)o1	-4	2	7	1	0	4.3	6	0	6
O=S(=O)(Nc1ccc2c(c1)OCCO2)c1cccc2cccnc12	-5	-2	-2	1	-1	0.7	-2	-20	-9
CSc1nc(C)c2c(n1)N(c1ccc(F)cc1)CC2	14	-3	18	6	5	3.9	8	-1	2

# Full records as entered above. Screens in order: GASC-1 inh	PP1 counter	VLA-4 inh	GRK2 inh	HCV core dimer	PP5 primary	proCasp7 act	Fh CTSL1 inh	proCasp3 act
# CCOc1ccccc1NC(=O)CSc1ccc(-c2ccco2)nn1 as listed: 0	-7	-18	0	15	1.3	-4	-1	-10
# COc1nc(NCCC2=CCCCC2)nc(OC)n1 as listed: 10	-1	3	1	4	1.0	2	1	-2
